Screening data: PubChem, National Center for Advancing Translational Sciences (NCATS)
uPA surface inh – qHTS for Inhibitors of Cell Surface uPA Generation. cell surface uPA generation assay, qHTS. Potency, µM (titrated, usually from 38.3 µM), inactives show at the top dose activity change, negative = inhibition, usual class: inhibitors. actives 0.31% (n = 330,000). AID 540303, 2011; active = well fitted inhibition curve with a large enough effect; inconclusive = small, poorly fitted or top-dose-only effect; inactive = no such curve, though single readings can be large or run the other way; tested in mouse RAW 264.7 cells; also: potency is read from the fitted curve at half-maximal effect; nearly all actives have a fitted effect of over 55% in size
USP2a block – qHTS Assay for Inhibitors of Ubiquitin-specific Protease USP2a Using CHOP2 as the Reporter; Ubiquitin carboxyl-terminal hydrolase 2 (Homo sapiens), O75604; USP2 core, Ub-CHOP2 coupled fluorogenic reporter, 485/531; Potency, µM (series often up to 38.3 µM), without a hit: at the top dose activity change, negative = inhibition, usual class: inhibitors; actives 0.01% (n = 330,000); AID 463254, 2010;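 also: potency is read from the fitted curve at half-maximal effect; plate controls were DMSO wells for no effect and full inhibition by NEM control for full effect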
Target sequence (O75604 whole entry, looked up): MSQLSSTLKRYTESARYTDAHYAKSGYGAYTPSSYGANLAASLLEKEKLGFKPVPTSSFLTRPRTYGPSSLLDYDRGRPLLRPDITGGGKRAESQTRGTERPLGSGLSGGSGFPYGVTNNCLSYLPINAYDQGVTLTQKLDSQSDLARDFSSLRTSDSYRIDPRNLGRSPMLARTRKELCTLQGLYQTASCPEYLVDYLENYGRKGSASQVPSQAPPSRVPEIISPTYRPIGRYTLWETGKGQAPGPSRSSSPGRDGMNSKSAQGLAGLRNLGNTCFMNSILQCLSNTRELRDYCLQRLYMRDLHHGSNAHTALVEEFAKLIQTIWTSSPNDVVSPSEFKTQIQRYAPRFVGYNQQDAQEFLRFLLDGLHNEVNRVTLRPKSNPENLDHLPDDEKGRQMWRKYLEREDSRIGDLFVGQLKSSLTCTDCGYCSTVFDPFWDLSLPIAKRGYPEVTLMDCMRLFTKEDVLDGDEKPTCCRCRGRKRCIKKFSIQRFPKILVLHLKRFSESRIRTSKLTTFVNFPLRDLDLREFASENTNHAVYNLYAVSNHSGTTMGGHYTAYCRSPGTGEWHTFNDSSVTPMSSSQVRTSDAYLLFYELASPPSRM
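Cell-free coupled assay: 10nM USP2 core preincubated 30min RT with compound in Tris-HCl pH 8.0/CaCl2/CHAPS buffer, then 25nM Ub-CHOP2 and 25nM reporter substrate; fluorescence (Ex 485/Em 531) read after 60min RT, normalized to NEM inhibition, concentration-response curves fitted.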
Chronic BCR inh – qHTS Assay to Find Inhibitors of Chronic Active B-Cell Receptor Signaling; actives 0.05% (n = 340,000); Potency, µM (series often up to 46.1 µM), for the others: at the highest dose ratio change, negative = lower green/red ratio, usual class: inhibitors; AID 493014, 2011; ABC-DLBCL IkBa-CBG/CBR reporter, luminescence ratio, 4 h; active = well fitted inhibition curve with a large enough effect in the signal ratio, with a control signal flat, not every such curve was filed as active; inconclusive = small, poorly fitted or top-dose-only effect, or effect the other way, or a change in a side signal; the % refers to the signal ratio;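 also: potency is read from the fitted curve at half-maximal effect; plate controls were basal doxycycline-induced cells for no effect and cells given 10 µM MG132 for full effect; MG132 reads +100%, hits lower the ratio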
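TMD8 human ABC-DLBCL cells with doxycycline-inducible IκBα–green luciferase fusion and unfused red luciferase, in 0.5% FBS medium; compounds up to 46 uM, 4 h at 37C. Green/red luminescence ratio, filter-overlap corrected, fitted to concentration-response curves.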
Eya2 phos inh – qHTS Assay for Inhibitors of the Phosphatase Activity of Eya2; Protein phosphatase EYA2 (Homo sapiens), O00167; recombinant Eya2, OMFP fluorescence dephosphorylation (OMFP is methylfluorescein phosphate); Potency, µM (doses to about 76.9 µM), for inactives: top-dose activity, negative = inhibition, most hits filed as inhibitors; actives 0.006% (n = 330,000); also: potency is read from the fitted curve at half-maximal effect
Target sequence (O00167 whole entry, looked up): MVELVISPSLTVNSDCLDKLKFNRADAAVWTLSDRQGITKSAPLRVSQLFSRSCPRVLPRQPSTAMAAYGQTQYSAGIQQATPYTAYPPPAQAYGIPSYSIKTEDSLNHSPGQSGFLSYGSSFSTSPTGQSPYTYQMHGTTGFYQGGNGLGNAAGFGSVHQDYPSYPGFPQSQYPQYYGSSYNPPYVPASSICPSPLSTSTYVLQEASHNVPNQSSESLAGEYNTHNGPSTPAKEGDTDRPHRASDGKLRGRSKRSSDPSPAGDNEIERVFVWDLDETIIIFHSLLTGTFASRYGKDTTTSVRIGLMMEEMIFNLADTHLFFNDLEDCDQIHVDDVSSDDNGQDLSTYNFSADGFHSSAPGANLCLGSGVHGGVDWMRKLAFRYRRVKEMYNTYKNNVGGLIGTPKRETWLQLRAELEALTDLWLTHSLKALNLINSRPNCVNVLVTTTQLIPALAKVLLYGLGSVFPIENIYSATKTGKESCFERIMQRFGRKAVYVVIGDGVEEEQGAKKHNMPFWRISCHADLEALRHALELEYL
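Eya2 protein (added as 0.2 uM solution) was preincubated with compound for 10 min at ambient temperature in 50 mM HEPES pH 7.5, 50 mM NaCl, 5 uM MgCl2, 0.05% BSA, 1 mM DTT. OMFP (added at 50 uM) then reacted 10 min; fluorescence read at 485/525 nm.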
KCNH2 WT inh – qHTS for Inhibitors of KCHN2 3.1: Wildtype qHTS | Voltage-gated inwardly rectifying potassium channel KCNH2 (Homo sapiens), Q12809 | U2OS, BacMam KCNH2, thallium flux FluxOr; hits give low values | activity change, % at 1.84 µM | actives 0.37% (n = 340,000) | AID 720551, 2013;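 active = maximum activity change below -70%; inconclusive = maximum activity change between -70% and -50%; inactive = maximum activity change above -50%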
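U2OS cells were transduced with wild-type KCNH2 virus (2.03 x 10^8 / mL) for 4 h at room temperature, then cultured overnight at 37 C. Thallium flux was read with FluxOr dye. Rate constants were normalized to DMSO controls.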
PKM2 activator – qHTS Assay for Activators of Human Muscle isoform 2 Pyruvate Kinase; actives 0.34% (n = 260,000); purified PKM2, Kinase-Glo ATP luminescence, activation; response scale: 0% is enzyme alone, no compound; Pyruvate kinase PKM (Homo sapiens), P14618; Potency, µM (top dose mostly 57.5 µM), for inactives: at the top dose activation, most hits filed as activators; AID 1631, 2009; also: potency is read from the fitted curve at half-maximal effect; nearly all actives have a fitted effect of over 55% in size
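Kinase-Glo luminescence reports ATP generated from ADP (0.1 mM) and PEP (0.5 mM) by purified hPK-M2 after 1 h at room temperature, pH 7.2 imidazole buffer; intermediate enzyme activity allows detecting inhibitors and activators.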
FBPA coupling cs – qHTS Assay for Inhibitors of Fructose-1,6-bisphosphate Aldolase from Giardia Lamblia: Coupling assay counterscreen. coupling enzyme system counterscreen, AmpLite Red fluorescence. activity change, negative = inhibition, % at 58.2 µM, hits read low. actives 0.67% (n = 290,000); in the data active = activity change below about -30%
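Fluorescence at 525 nm excitation and 598 nm emission measured inhibition of the coupled detection system without aldolase. Compounds (at 57.5 uM final) were preincubated 10 min at room temperature with coupling enzyme reagent before a 20 min substrate/AmpLite Red step.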
Giardia kill – Small Molecules that selectively kill Giardia lamblia: qHTS; Giardia lamblia trophozoite viability; activity change, % at 7.66 µM, hits read low; actives 0.15% (n = 340,000); AID 540267, 2011; in the data active = activity change below about -80%; inconclusive = between about -30% and that limit;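 also: parasites exposed to compound for two days anaerobically before the ATP read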
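Trophozoite viability was measured as ATP-dependent luminescence, read 15-30 min after reagent addition. Before that, parasites at 100 cells/well were exposed to compounds for 48 h, anaerobically, at 37 deg C.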
KCNH2 3.1 inh – qHTS for Inhibitors of KCHN2 3.1: Mutant qHTS; Potassium voltage-gated channel subfamily H member 2, brain isoform KCNH2 3.1 (human); U2OS KCNH2 3.1, thallium flux FluxOr; hits give low values; activity change, % (tested at about 1.8 µM); actives 0.95% (n = 340,000);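 active = maximum activity change below -70%; inconclusive = maximum activity change from -70% to -50%; inactive = maximum activity change above -50%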;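 also: thallium influx rate constant from kinetic fluorescence after stimulation buffer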
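Channel expression came from 3.1 mutant virus (1.77 x 10^8 /mL) applied to suspended U2OS cells for 4 h. Flux was tracked with FluxOr dye plus Red40 quencher, and kinetic rate constants normalized to controls.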
B2AR arrestin – qHTS assay of beta-arrestin-biased ligands of beta2-adrenergic receptor. Beta-2 adrenergic receptor (Homo sapiens), P07550. beta-arrestin recruitment to beta2AR, cell-based reporter. Potency, µM (top dose mostly 46.1 µM), for inactives: at the highest dose activation, usual class: activators. actives 0.02% (n = 330,000). AID 492947, 2010;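 also: potency is read from the fitted curve at half-maximal effect; 0% = DMSO controls and full agonism = EC100 isoproterenol or metaproterenol; nearly all actives have a fitted effect of over 65% in size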
GALK inh – qHTS Assay for Inhibitors of Human Galactokinase (GALK) | P51570 | Purified GALK, Kinase-Glo residual ATP luminescence | Potency, µM (top dose mostly 57.5 µM), without a hit: at the top dose activity change, negative = inhibition, usual class: inhibitors | actives 0.007% (n = 270,000); also: potency is read from the fitted curve at half-maximal effect
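Human GALK (5 nM) with 35 uM ATP and 100 uM galactose in 20 mM HEPES pH 8.0, 5 mM MgCl2, 60 mM NaCl, 1 mM DTT, 0.01% BSA. After 1 h at room temperature, leftover ATP was read by Kinase-Glo Plus luminescence.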
* = called active by the depositor; [ ] = dose if it differs, or a comment. Unless noted, calls follow the shape of the dose curve; as a rule, active = well fitted curve in the direction sought with a large enough effect; inconclusive = small, poorly fitted or top-dose-only effect, or another doubt; inactive = no such curve, though single readings can be large; an effect the other way counts as inactive or inconclusive. Unless noted, % is scaled to controls: 0 for no effect and ±100 for the full control effect.

CN1CCCC(OC(=O)c2cc(Cl)cc(Cl)c2)C1 (configuration not stated) was read as uPA surface inh -0.5%, USP2a block -0.1%, Chronic BCR inh -1.8%, Eya2 phos inh inconclusive, KCNH2 WT inh -2.0, PKM2 activator -1.4%, FBPA coupling cs 2.5, Giardia kill 2.1, KCNH2 3.1 inh -5.1, B2AR arrestin 0.3% and GALK inh 7.7%.
Screening c1nc(N2CCNCC2)c2sc3nc(N4CCOCC4)c4c(c3c2n1)CCC4 returned USP2a block -0.8%, Chronic BCR inh -1.5%, Eya2 phos inh -1.4%, PKM2 activator -4.0%, FBPA coupling cs 1.6, B2AR arrestin -0.3% and GALK inh 6.5%.
Screening CCN(CC)Cc1cc(NC2=NS(=O)(=O)c3ccccc32)ccc1OC(=O)c1ccccc1 returned uPA surface inh -2.0%, USP2a block 0.7%, Chronic BCR inh -0.5%, Eya2 phos inh -5.3%, KCNH2 WT inh 0.9, PKM2 activator 5.2%, FBPA coupling cs -1.4, Giardia kill 9.7, KCNH2 3.1 inh -3.4 and B2AR arrestin 0.1%.
For O=C(O)Cn1nnnc1SCC(=O)Nc1ccc(OC(F)(F)F)cc1 the results were uPA surface inh -4.9%, USP2a block -0.1%, Chronic BCR inh -0.5%, Eya2 phos inh 19.2%, KCNH2 WT inh -4.4, PKM2 activator -7.0%, FBPA coupling cs 8.9, Giardia kill -13.9, KCNH2 3.1 inh 18.1, B2AR arrestin -0.4% and GALK inh 1.3%.
`Cc1cc2c(cc1C)C(c1ccccc1Br)CC(=O)N2` (configuration not stated) gave uPA surface inh -10.0%, USP2a block -7.1%, Chronic BCR inh -4.1%, Eya2 phos inh -7.6%, KCNH2 WT inh -3.6, PKM2 activator -7.0%, FBPA coupling cs 0.2, Giardia kill -16.3, KCNH2 3.1 inh -14.9, B2AR arrestin 3.7% and GALK inh -0.9%.
For CCNC(=O)CSc1nnc(-c2ccccc2Br)n1-c1cccc(C(F)(F)F)c1 the results were uPA surface inh -24.7%, USP2a block 3.9%, Chronic BCR inh 1.0%, Eya2 phos inh 1.6%, KCNH2 WT inh 7.1, PKM2 activator -1.4%, FBPA coupling cs -7.8, Giardia kill -7.5, KCNH2 3.1 inh 19.1, B2AR arrestin 0.2% and GALK inh -1.6%.
Screening Cn1c(SCC(=O)Nc2ncc(C(F)(F)F)cc2Cl)nnc1-c1ccc(Cl)cc1 returned uPA surface inh -3.3%, USP2a block 0.8%, Chronic BCR inh -2.6%, Eya2 phos inh 5.0%, KCNH2 WT inh 0.9, PKM2 activator -1.9%, FBPA coupling cs 3.8, Giardia kill -8.3, KCNH2 3.1 inh -11.7, B2AR arrestin -0.7% and GALK inh 3.5%.
Screening O=C1C(=O)N(c2ccccc2)C(c2ccccc2[N+](=O)[O-])/C1=C(\O)c1ccccc1 (configuration not stated) returned uPA surface inh -2.1%, USP2a block 3.3%, Chronic BCR inh inconclusive, Eya2 phos inh 17.5%, KCNH2 WT inh 23.4, PKM2 activator -5.9%, FBPA coupling cs -4.2, Giardia kill 1.9, KCNH2 3.1 inh -0.8, B2AR arrestin -0.4% and GALK inh -2.3%.
`CCCn1c(CCl)nc2cc(S(=O)(=O)N3CCOCC3)ccc21` gave uPA surface inh -3.4%, USP2a block 0.3%, Chronic BCR inh 1.9%, Eya2 phos inh -14.3%, KCNH2 WT inh -1.8, Giardia kill 19.5, KCNH2 3.1 inh -3.7 and B2AR arrestin -1.0%.
`C=CCc1cccc(CNc2nc3ccccc3n2C(C)C)c1O` gave uPA surface inh inconclusive, USP2a block 3.5%, Chronic BCR inh -1.0%, Eya2 phos inh -1.7%, KCNH2 WT inh 12.4, PKM2 activator 31.6µM*, FBPA coupling cs -5.3, Giardia kill -26.5, KCNH2 3.1 inh -9.5, B2AR arrestin -0.9% and GALK inh 2.0%.
`CCCCNC(=O)c1oc2ccc(S(=O)(=O)N3CCCC3)cc2c1C` gave uPA surface inh -1.3%, USP2a block 3.1%, Chronic BCR inh -3.3%, Eya2 phos inh -1.8%, KCNH2 WT inh -1.7, PKM2 activator -2.3%, FBPA coupling cs 1.6, Giardia kill -11.6, KCNH2 3.1 inh -0.2, B2AR arrestin 0.3% and GALK inh -1.2%.
For O=C1C(Cl)=C(NCCN2CCOCC2)C(=O)c2ccccc21 the results were uPA surface inh -6.9%, USP2a block 2.0%, Chronic BCR inh inconclusive, Eya2 phos inh -7.5%, KCNH2 WT inh 3.2, FBPA coupling cs -16.9, Giardia kill -22.3, KCNH2 3.1 inh 14.8, B2AR arrestin -0.9% and GALK inh 4.6%.
For CC(=O)Nc1ccc(Sc2ccccc2C(=O)O)cc1 the results were uPA surface inh -0.2%, USP2a block 1.7%, Chronic BCR inh -1.8%, Eya2 phos inh 4.4%, KCNH2 WT inh 0.0, PKM2 activator -8.2%, FBPA coupling cs 3.7, Giardia kill 13.4, KCNH2 3.1 inh 2.8, B2AR arrestin 0.3% and GALK inh 3.3%.
`CCCC(=O)Nc1c2c(nn1-c1ccc(OC)cc1)CS(=O)(=O)C2` gave USP2a block -0.2%, Chronic BCR inh -0.1%, Eya2 phos inh 11.6%, KCNH2 WT inh 5.0, PKM2 activator 1.4%, FBPA coupling cs 0.5, Giardia kill 1.7, KCNH2 3.1 inh 2.9, B2AR arrestin -1.0% and GALK inh -1.2%.
CCN(CC)C(=O)[C@H]1CC(CC(=O)NC(C)(C)C)C(=O)N2CCc3c([nH]c4ccc(OC)cc34)[C@]12C (some centres not stated) was read as uPA surface inh 2.2%, USP2a block 1.0%, Chronic BCR inh 8.9%, Eya2 phos inh 5.2%, KCNH2 WT inh -5.4, Giardia kill 14.7, KCNH2 3.1 inh -24.6 and B2AR arrestin 2.7%.
`COc1cccc(C(=O)C2CCCN(Cc3cccc(OCCO)c3)C2)c1` (configuration not stated) gave uPA surface inh 3.5%, USP2a block 5.6%, Chronic BCR inh -3.5%, Eya2 phos inh 2.6%, KCNH2 WT inh 3.3, PKM2 activator -2.1%, FBPA coupling cs -1.4, Giardia kill 13.0, KCNH2 3.1 inh 10.6, B2AR arrestin 1.1% and GALK inh -3.2%.
Screening CC(=O)N1CCc2cc(Br)cc(S(=O)(=O)NCCCN3CCC(C)CC3)c21 returned uPA surface inh 3.1%, USP2a block -0.9%, Chronic BCR inh 3.8%, Eya2 phos inh 14.4%, KCNH2 WT inh 5.8, PKM2 activator 0.9%, FBPA coupling cs 0.7, Giardia kill 4.5, KCNH2 3.1 inh -3.2, B2AR arrestin -0.5% and GALK inh 3.7%.
For CCOC(=O)c1cc2sc(C)cc2n1CC(=O)NCc1ccc(F)cc1 the results were uPA surface inh 6.6%, USP2a block -0.5%, Chronic BCR inh -0.2%, Eya2 phos inh 15.8%, KCNH2 WT inh -7.3, PKM2 activator -13.6%, FBPA coupling cs 6.1, Giardia kill -1.1, KCNH2 3.1 inh -1.8, B2AR arrestin 0.4% and GALK inh 0.2%.
`CC1CCCC(C)N1C(=O)COC(=O)c1c[nH]c2ccccc12` (configuration not stated) gave uPA surface inh -2.1%, USP2a block 1.0%, Chronic BCR inh 3.0%, Eya2 phos inh 5.7%, KCNH2 WT inh -3.6, Giardia kill 56.0[activator], KCNH2 3.1 inh 2.2 and B2AR arrestin 0.0%.
For O=C(COC(=O)/C=C/c1cccc(F)c1)Nc1cccc(S(=O)(=O)NC2=NCCCCC2)c1 the results were uPA surface inh 1.2%, USP2a block -0.2%, Chronic BCR inh -1.9%, Eya2 phos inh -8.9%, KCNH2 WT inh -6.8, Giardia kill 7.7, KCNH2 3.1 inh 6.1 and B2AR arrestin 0.2%.
Screening CC(=O)c1ccc(NC(=O)CCNC(=O)c2ccc(Cl)cc2)cc1 returned uPA surface inh 10.3%, USP2a block 2.6%, Chronic BCR inh -6.5%, Eya2 phos inh 12.7%, KCNH2 WT inh -27.6, FBPA coupling cs -3.2, Giardia kill -1.4, KCNH2 3.1 inh 8.3, B2AR arrestin -0.7% and GALK inh -1.1%.
